Source: PubChem BioAssay (several laboratories)
MC4R ag barr: MC4R agonists recruiting beta-arrestin, primary screen, cell-based, luminescence, agonist arm of biased-ligand search; U2OS MC4R beta-arrestin complementation; percent of melanotan II response, DMSO zero; Melanocortin receptor 4 (Homo sapiens), P32245; AID 540308, 2011; actives 0.98% (n = 360,000); activation, % at 8.9 µM;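 active = activation above a per-plate cutoff, the mean activation of sample wells on that plate plus 3 SD, cut at about 8% in these data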
SRC1 inh: SRC1 coactivator transcriptional activity inhibitors, primary screen, cell-based, luminescence; Nuclear receptor coactivator 1 (Homo sapiens), Q15788; AID 588354, 2011; HEK293 GAL4-SRC1 luciferase reporter; inhibition, % at 3.6 µM; actives 0.12% (n = 360,000);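 active = inhibition above the campaign mean plus 3 SD, with each screening campaign given its own cutoff, cut at about 60% in these data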;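 also: 0% = DMSO treated cells and 100% = gossypol at 36 µM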
NOD2 RIPK2 PPI: NOD2-RIPK2 binding disruptors in cells, primary screen, fluorescence, CHO cells, BLA complementation; Receptor-interacting serine/threonine-protein kinase 2 (Homo sapiens), O43353; CCF4 ratio; inhibition, % at 4.98 µM; actives 0.38% (n = 360,000); in the data active = inhibition above about 21%;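 also: 0% = vehicle only and 100% = reference blocker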
ABHD5-PLIN5 inh: ABHD5-PLIN5 interaction inhibitors, primary screen, cell lysate, split luciferase complementation, luminescence. Split G. princeps luciferase complementation, 4 h. inhibition, % at 4 µM. actives 0.78% (n = 360,000). AID 602281, 2012;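 active = inhibition above the mean inhibition across every tested compound plus 3 SD, cut at about 22% in these data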;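 also: 0% = DMSO only wells and the 100% control is not disclosed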
NCOA3 inh: SRC3 coactivator transcriptional activity inhibitors, primary screen, cell-based, luminescence. AID 588352, 2011. actives 0.17% (n = 360,000). HEK293 GAL4-SRC3 luciferase reporter. inhibition, % at 3.6 µM;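 active = inhibition above a per-campaign cutoff, the mean of all compounds plus 3 SD, cut at about 60% in these data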;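 also: 0% = DMSO-treated cells and 100% = gossypol-treated cells at 36 µM; higher means less SRC3-driven luciferase light from the GAL4 reporter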
LMP1 NFkB inh: EBV LMP1-driven NF-kappaB luciferase reporter inhibitors, primary screen, cell-based, luminescence, single point; LMP1-induced NF-kappaB luciferase reporter cells; inhibition, % at 12.5 µM; actives 0.69% (n = 350,000); in the data active = inhibition above about 41%;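 also: 0% = neutral control wells and 100% = reference inhibitor control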
MC4R antagonist: MC4R antagonists of cAMP signaling, primary screen, cell-based, TR-FRET, antagonist arm of biased-ligand search. actives 0.48% (n = 360,000). AID 540295, 2011. MC4R-expressing cells, MTII-stimulated cAMP, LANCE TR-FRET. inhibition, % at 6.5 µM. Melanocortin receptor 4 (Homo sapiens), P32245;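 active = inhibition above its plate's cutoff, the mean of tested wells on that plate plus 3 SD, cut at about 29% in these data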;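 also: 0% = Melanotan II alone and 100% = Melanotan II plus saturating MCL0020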
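Test system: U2OS cells stably expressing human melanocortin 4 receptor (MC4R); also added: Melanotan II challenge; compound: 6.5 µM single dose; timing: 30-min compound preincubation, 1-h Melanotan II challenge, 1-h detection, room temperature; signal: Eu-cAMP/anti-cAMP TR-FRET, emission 671 nm; repeats: one well per compound, no replicates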
COUP-TFII inh: NR2F2 transcriptional activity inhibitors, primary screen, cell-based, luciferase reporter, HEK293T, luminescence; COUP transcription factor 2 (Homo sapiens), P24468; HEK293T NGFI-A luciferase reporter; inhibition, % at 8.6 µM; actives 0.7% (n = 370,000);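 active = inhibition above a per-plate cutoff, mean inhibition of test wells between control levels plus 3 SD, cut at about 38% in these data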;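 also: cells cotransfected with COUP-TFII expression vector driving the NGFI-A reporter; 0% = median of COUP-TF2 test wells and 100% = reporter-only cells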
NR5A2 inv ag: LRH-1 (NR5A2) inverse agonists, primary screen, cell-based, luminescence, HEK293T, StAR-luciferase reporter; LRH-1 transfected, 24 h; inhibition, % at 3.6 µM; actives 0.13% (n = 360,000);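 active = inhibition above the mean inhibition of all tested compounds plus 3 SD, cut at about 73% in these data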;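 also: 0% = DMSO wells and 100% = reporter-only cells lacking LRH-1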
TLR9-MyD88 inh: inhibitors of TLR9-MyD88 association in cells, primary screen, cell-based, CHO, BLA complementation, fluorescence; Toll-like receptor 9 (Homo sapiens) + Myeloid differentiation primary response protein …; CCF4 FRET ratio; inhibition, % at 4.98 µM; actives 0.21% (n = 340,000); AID 504734, 2011;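 active = inhibition above the mean over all tested compounds plus 3 SD, cut at about 21% in these data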;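 also: 0% = DMSO only wells and 100% = clavulanate BLA inhibitor control wells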
Target sequence (Q99836 whole entry, looked up): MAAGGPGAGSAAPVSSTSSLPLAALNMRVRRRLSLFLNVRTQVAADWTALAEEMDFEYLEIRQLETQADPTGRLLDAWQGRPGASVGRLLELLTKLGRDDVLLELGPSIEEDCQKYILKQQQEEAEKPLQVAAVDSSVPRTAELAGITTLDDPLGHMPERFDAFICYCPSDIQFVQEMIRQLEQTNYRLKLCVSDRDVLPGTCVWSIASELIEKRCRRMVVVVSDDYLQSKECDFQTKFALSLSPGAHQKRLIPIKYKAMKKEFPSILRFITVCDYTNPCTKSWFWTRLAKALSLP
Target sequence (Q9NR96 whole entry, looked up): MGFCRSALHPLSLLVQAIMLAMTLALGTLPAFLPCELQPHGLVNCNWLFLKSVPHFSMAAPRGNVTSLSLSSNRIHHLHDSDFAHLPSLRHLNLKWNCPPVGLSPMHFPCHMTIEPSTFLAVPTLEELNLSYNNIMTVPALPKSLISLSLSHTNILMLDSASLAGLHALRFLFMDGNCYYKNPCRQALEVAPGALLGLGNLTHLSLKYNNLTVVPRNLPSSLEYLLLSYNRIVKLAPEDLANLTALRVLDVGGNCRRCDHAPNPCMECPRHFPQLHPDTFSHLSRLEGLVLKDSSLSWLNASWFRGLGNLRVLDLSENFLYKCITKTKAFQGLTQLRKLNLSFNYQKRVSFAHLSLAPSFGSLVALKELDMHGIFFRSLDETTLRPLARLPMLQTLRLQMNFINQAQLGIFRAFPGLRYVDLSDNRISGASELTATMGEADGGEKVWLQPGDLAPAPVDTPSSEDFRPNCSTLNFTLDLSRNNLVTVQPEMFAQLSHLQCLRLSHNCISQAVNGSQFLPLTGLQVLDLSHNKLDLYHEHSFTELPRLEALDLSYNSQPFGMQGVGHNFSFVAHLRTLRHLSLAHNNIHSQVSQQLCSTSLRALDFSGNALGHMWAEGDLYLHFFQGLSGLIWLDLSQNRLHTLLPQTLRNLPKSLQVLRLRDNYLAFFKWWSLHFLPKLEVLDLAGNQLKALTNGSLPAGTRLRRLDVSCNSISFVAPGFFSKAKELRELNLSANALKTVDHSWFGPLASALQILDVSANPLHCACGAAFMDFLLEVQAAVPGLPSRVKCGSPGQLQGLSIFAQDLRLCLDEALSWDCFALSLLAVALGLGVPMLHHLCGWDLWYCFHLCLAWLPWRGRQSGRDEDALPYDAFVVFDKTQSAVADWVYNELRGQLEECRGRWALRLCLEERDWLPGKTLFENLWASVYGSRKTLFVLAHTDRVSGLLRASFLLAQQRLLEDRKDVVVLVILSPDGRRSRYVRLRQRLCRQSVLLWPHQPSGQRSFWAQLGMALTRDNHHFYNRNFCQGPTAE
SRC2 inh: inhibition of GAL4-SRC2 driven luciferase reporter, primary screen, SRC2 inhibitor project, cell-based, luminescence; inhibition, % at 9 µM; Nuclear receptor coactivator 2 (Homo sapiens), Q15596; actives 0.17% (n = 370,000); HEK293 GAL4-SRC2 luciferase reporter;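 active = inhibition above the mean inhibition of all tested compounds plus 3 SD, set per campaign, cut at about 52% in these data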;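 also: 0% = DMSO treated cells and 100% = cells given Gossypol at 36 µM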
Active calls of the source: *; . = no result given. These rows are one share of the data. The share of hits here may be higher or lower than overall.

SMILES	MC4R ag barr	SRC1 inh	NOD2 RIPK2 PPI	ABHD5-PLIN5 inh	NCOA3 inh	LMP1 NFkB inh	MC4R antagonist	COUP-TFII inh	NR5A2 inv ag	TLR9-MyD88 inh	SRC2 inh
O=C(Nc1ncc(Cc2cccc(Cl)c2)s1)C1CCCO1 (stereo unspecified)	-0.7	-61	-7	4	-38	-16	11	-19	-105	-5	-40
O=C(NNS(=O)(=O)c1ccc(F)cc1)c1cc(Cl)ccc1O	1.0	4	2	-6	2	3	3	6	-9	1	-3
COC(=O)[C@H](CCSC)NC(=O)Nc1ccc(C)cc1	-0.7	-9	-7	8	13	-23	9	-23	-7	-9	-4
COc1ccc(C(=O)NNC(=O)c2ccc(S(=O)(=O)N3CCOCC3)cc2)cc1	-2.0	8	-11	-3	18	0	3	3	3	1	-39
Oc1ccccc1C1CC(c2cccs2)=NC(c2cccc(Br)c2)N1 (stereo unspecified)	1.8	-18	4	45*	4	-20	-5	-14	4	5	-13
COc1cccc(C(=O)Nc2ccc(F)c(F)c2F)c1	1.1	-84	3	-1	-59	-26	3	-28	-96	-3	-51
Cc1c(C(=O)NCc2ccc3c(c2)OCO3)sc(=O)n1Cc1ccc(S(C)(=O)=O)cc1	1.0	8	0	-2	11	.	9	17	28	.	-3
COC(=O)[C@@]12C[C@@H](CC(=O)NCCc3ccccc3OC)C(=O)N(CCc3ccc(OC)c(OC)c3)C1=CCC(C)(C)C2	.	.	1	10	.	.	.	-10	27	.	7
CCN(CC)C(=O)[C@H]1CC(CC(=O)NCC23CC4CC(CC(C4)C2)C3)C(=O)N2CCc3c([nH]c4ccc(OC)cc34)[C@]12C (stereo partly specified)	0.2	-9	3	-8	-16	3	8	12	-8	1	1
COc1ccc(-c2ccc3c(c2)O[C@H](CN(C)C(=O)Nc2ccccc2F)[C@@H](C)CN([C@H](C)CO)S3(=O)=O)cc1	-0.7	-4	5	-2	15	9	16	1	-4	-1	13
Cc1cc2c(cc1C)-n1nnnc1C(N1CCN(C(=O)OCc3ccccc3)CC1)C(=O)N2 (stereo unspecified)	.	.	4	6	.	.	.	16	33	.	-5
N#Cc1c(N)c(C(=O)c2ccccc2)n2c1CCC2	-1.2	5	-6	-1	-6	5	1	9	-28	4	2
CCOCc1nnc(NC(=O)c2ccc(OC)cc2)s1	1.8	-36	-14	1	-23	-21	-3	-24	-48	-3	-42
COc1ccc2oc(C(=O)OCC(=O)N(C)CC(=O)Nc3ccc(C)cc3)c(C)c2c1	0.0	-30	5	1	-11	-11	10	4	1	2	-15
COC(=O)c1ccccc1NC(=S)N1CCN(C2CCCCC2)CC1	0.7	1	1	2	23	2	-4	12	-2	0	1
O=C(/C=C/c1cccc(Cl)c1)NCc1ccccc1	1.8	-1	-4	2	24	1	-10	10	-8	5	-14
CN(CC(=O)Nc1cc([N+](=O)[O-])ccc1Cl)Cc1ccc(Br)cc1	1.2	-49	-9	19	17	-4	2	-9	21	-9	6
COc1cc(C(=O)NC2CCN(C)CC2)ccc1Nc1ncc2c(n1)N(C1CCCC1)CCC(=O)N2C(C)C	-1.1	-11	-19	5	10	-21	-1	.	27	-2	.
C[C@@H]1CN([C@H](C)CO)C(=O)c2c(c3ccccc3n2C)-c2ccccc2CO[C@H]1CN(C)C(=O)NC1CCCCC1	2.3	-6	-8	-1	3	4	19	2	-31	-2	4
O=C(c1ccccc1NS(=O)(=O)c1ccccc1)N1CCCCCC1	1.2	18	-1	8	1	3	0	11	10	0	-7
O=C(O)c1cccc(N2C(=S)N=C(Nc3ccccc3)C23CCCCC3)c1	-0.7	-22	-4	-2	0	-6	-2	-5	-5	-4	4
O=C(CCCOC(=O)c1cccnc1Cl)c1ccc(Br)cc1	0.1	-16	5	3	-8	-3	3	20	19	6	9
CCC(C(=O)NCc1ccco1)N(C(=O)CNS(=O)(=O)c1ccc(F)cc1)c1ccccc1F (stereo unspecified)	1.6	-5	4	0	15	-5	14	-6	-2	-5	1
C=CCN(C(=O)c1cccc(S(=O)(=O)N2CCN(C)CC2)c1)c1nc(-c2ccccc2)cs1	-1.9	-6	-3	14	15	24	10	13	1	-3	-19
O=C(CCSc1ccccc1)Nc1nccs1	0.4	-24	-4	2	-21	-5	1	4	9	12	-9
Cc1ccccc1NS(=O)(=O)c1ccc(OCC(=O)NCc2cccnc2)cc1	-0.7	-4	-7	6	-21	-3	3	7	-16	-2	0
O=C(NC(Cc1c[nH]c2ccccc12)C(=O)O)c1ccc(Br)cc1 (stereo unspecified)	1.8	-11	-12	6	4	-7	-6	8	8	0	-8
CCOc1ccc(-n2c(SCC(=O)NCc3ccco3)nnc2-c2c[nH]c3ccccc23)cc1	1.0	0	1	10	4	-9	3	-8	1	2	13
COC(=O)COc1ccc(S(=O)(=O)Nc2ccc(C(N)=O)cc2)cc1C	-1.6	-44	-11	-1	-10	-5	4	-8	5	-2	2
CN(C)/C=C/C(=O)c1cnc2sccn2c1=O	-2.2	3	-7	-4	6	-7	19	6	8	-3	-15
CC1(C)NC(=O)N(CC(=O)O)C1=O	-2.7	-5	-4	-2	11	-6	-4	17	10	3	-40
O=C(C1=C(O)C(=O)N(Cc2ccco2)C1c1ccccc1F)c1cccs1 (stereo unspecified)	1.1	-25	-7	3	6	-3	18	-1	1	1	-3
CC(=O)c1cccc(NS(C)(=O)=O)c1	-1.1	-14	0	6	5	8	4	17	5	-12	12
Cc1cccc(C)c1OCc1cc(C(=O)N(Cc2nccn2C)C(C)C)no1	-2.5	4	2	2	6	1	17	4	-13	-24	4
CC1(C)CC2(CC(c3ccccc3F)c3ccc(O)c(O)c3O2)NC(=S)N1 (stereo unspecified)	-1.2	-6	4	-4	6	-3	1	12	-3	-1	-2
Cc1ccc(-c2ccc(=O)n(Cc3cccc(Br)c3)n2)cc1	4.5	3	1	-8	10	-5	-3	-12	7	-3	-19
CCN1C(=O)CC(NCc2ccc(S(N)(=O)=O)cc2)C1=O (stereo unspecified)	-1.7	-3	-5	3	-7	4	0	-4	-2	-8	-29
Cc1ccc(-c2cc(C(=O)NCc3ccco3)c3ccccc3n2)o1	-0.9	0	-13	44*	-7	-4	11	0	-7	0	-24
COc1cc(-c2coc3c(C(=O)NCc4ccc(C(F)(F)F)cc4)cccc23)ccc1O	-0.2	-45	-1	-10	-15	.	2	3	-47	.	1
O=C(c1ccc(Cl)cc1)C1CCN(C(=O)c2ccccc2F)CC1	-0.2	-8	-3	5	14	12	5	2	-6	1	14
Cc1onc(-c2c(Cl)cccc2Cl)c1NC(=O)NNc1ccccn1	1.7	-16	4	0	11	0	1	13	2	-2	23
O=C(CCn1c(=O)c2ccccc2n(Cc2ccccc2)c1=O)NCc1ccc2c(c1)OCO2	0.4	-9	2	6	2	-3	-1	-4	1	5	-26
CN1C(=O)[C@H]2[C@@H](c3ccc(C(F)(F)F)cc3)N[C@]3(CCCN(Cc4ccco4)C3=O)[C@H]2C1=O	1.8	-13	10	-7	6	-5	12	6	23	-6	-1
CC(C)c1ccc(OCc2nc(-c3ccccn3)no2)c(Br)c1	-1.6	-109	-5	1	-101	-32	1	-45	-169	1	-81
O=C(O)c1cc(NN=C2c3ccccc3-c3ccccc32)ccc1Cl	-2.0	-6	-8	6	-18	3	9	-1	-1	6	-1
COc1ccc2c(c1)c(C(=O)N1CCN(C)CC1)c(C)n2-c1ccccc1	0.0	2	-7	2	8	1	-3	-18	8	3	21
CCN1C(=O)[C@H]2[C@@H](c3ccc(-c4ccc(F)cc4)cc3)N3CCCC[C@@]3(C(=O)OC)[C@H]2C1=O	-1.5	2	-2	1	-3	-3	5	-3	5	7	6
CCCCn1c(N)c(N(CCC(C)C)C(=O)C2CCCO2)c(=O)[nH]c1=O (stereo unspecified)	0.0	-57	-15	-3	-1	4	3	-32	-1	2	24
CC(C)(C(=O)c1ccccc1)/[N+]([O-])=C/c1ccccc1F	-1.8	-8	-3	-5	-7	-3	1	7	6	3	-5
CC[C@H]1C(O)C[C@H]2CCN3C(=O)CCC[C@H]1[C@H]23 (stereo partly specified)	-2.4	-4	-7	2	5	-3	-5	-19	6	2	-21
CCCN1Cc2cccc(C(=O)Nc3ccc(-c4nc5ccccc5[nH]4)cc3)c2C1=O	3.3	-9	7	-2	-5	8	7	-9	-28	-2	-7
CC(C)(C)c1ccc(OCCC(=O)NCC(c2cccs2)N2CCOCC2)cc1 (stereo unspecified)	0.5	4	-5	-5	10	-5	6	6	-20	-1	-27
COc1cc(C(C)=O)ccc1OCCCN1CCC(Cc2ccccc2)CC1	-1.8	-4	8	7	0	9	8	-13	2	1	-12
Cc1cc(C)n(CC(O)COCc2ccco2)n1 (stereo unspecified)	1.0	10	-3	2	17	-4	17	-6	3	-2	12
Cc1cccc(C(=O)OCC(=O)c2ccc(CC(=O)N3CCOCC3)s2)c1C	0.2	-1	-11	-2	-12	-2	-3	-11	-34	-7	-34
CCCC1CCC(c2ccc(C(=O)NN)cc2)CC1 (stereo unspecified)	0.6	5	-1	-4	13	11	1	9	4	-6	-15
COc1nc(SC)nc(Cl)c1Cc1ccc(OC(C)C)cc1	-1.2	-3	-4	-2	-2	7	22	0	-5	-11	-1
Cc1cccc(CN2CCC(n3nccc3NC(=O)CCCc3ccccc3)CC2)n1	-2.0	-9	-6	6	-17	-3	10	-7	-11	0	-23
CC(=O)c1ccc(NC(=O)C(C)O/N=C(\N)c2ccccc2)cc1 (stereo unspecified)	1.1	-1	0	-2	1	3	6	2	49	-9	3
Cc1nn(C)cc1NC(=O)c1ccc(Br)o1	0.4	-1	-2	-9	15	12	4	2	-12	-23	20
